# Source: PubChem BioAssay
# GalR3 antagonist: human GalR3 antagonism | O60755 | HEK293 GalR3-CNG cAMP membrane potential fluorescence; galR3 body fused to GalR1 C-terminus | inhibition, % at 3 µM | actives 0.44% (n = 360,000) | AID 651719;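 active = inhibition above the screen-wide average plus 3 SD, cut at about 13% in these data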;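 also: forskolin and galanin both at EC90 stimulate the cells; cAMP rise reported by CNG channel membrane potential dye signal; 0% = forskolin plus galanin with DMSO and 100% = forskolin alone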
# Target sequence (O60755 1-299 limits assumed): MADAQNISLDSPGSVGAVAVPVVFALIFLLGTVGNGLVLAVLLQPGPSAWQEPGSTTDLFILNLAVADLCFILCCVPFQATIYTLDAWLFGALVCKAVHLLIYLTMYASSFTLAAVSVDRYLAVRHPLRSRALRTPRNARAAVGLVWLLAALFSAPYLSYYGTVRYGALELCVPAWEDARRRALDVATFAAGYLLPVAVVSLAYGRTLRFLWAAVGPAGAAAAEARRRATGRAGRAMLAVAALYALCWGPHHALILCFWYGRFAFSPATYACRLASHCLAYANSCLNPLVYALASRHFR
# MEKK2 WT-MEK5: raises or lowers MEK5 binding to wildtype human MEKK2 PB1 domain; AID 1531; actives 1.1% (n = 290,000); bead flow cytometry, Alexa488-MEK5 binding to MEKK2 WT; actives lie on both sides; binding response (% of control), % at 10 µM; Q9Y2U5; in the data active = binding response below about 67% or above about 130%
# FID counter: displaces DNA intercalator in HCV helicase counter-screen; DNA fluorescent intercalator displacement, fluorescence; inhibition, % at 7.9 µM; actives 0.17% (n = 290,000); in the data active = inhibition above about 37%;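 also: 0% = vehicle and 100% = reference compound; higher means more ethidium bromide displaced from hairpin DNA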
# MEKK3 PB1 HTS: raises or lowers MEK5 binding to the human MEKK3 PB1 domain | actives 1.4% (n = 290,000) | binding response (% of control), % at 10 µM | bead-based flow cytometry, Alexa488-MEK5 binding to MEKK3; actives lie on both sides; 0 = blocked by unlabeled MEK5, 100 = vehicle;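 active = binding response more than 3 SD above or below the average of its plate-row segment, actives on both sides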;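 also: Alexa488 bead fluorescence after subtracting the streptavidin-only scavenger bead signal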
# Target sequence (Q99759 whole entry, looked up, the tested form may be a part): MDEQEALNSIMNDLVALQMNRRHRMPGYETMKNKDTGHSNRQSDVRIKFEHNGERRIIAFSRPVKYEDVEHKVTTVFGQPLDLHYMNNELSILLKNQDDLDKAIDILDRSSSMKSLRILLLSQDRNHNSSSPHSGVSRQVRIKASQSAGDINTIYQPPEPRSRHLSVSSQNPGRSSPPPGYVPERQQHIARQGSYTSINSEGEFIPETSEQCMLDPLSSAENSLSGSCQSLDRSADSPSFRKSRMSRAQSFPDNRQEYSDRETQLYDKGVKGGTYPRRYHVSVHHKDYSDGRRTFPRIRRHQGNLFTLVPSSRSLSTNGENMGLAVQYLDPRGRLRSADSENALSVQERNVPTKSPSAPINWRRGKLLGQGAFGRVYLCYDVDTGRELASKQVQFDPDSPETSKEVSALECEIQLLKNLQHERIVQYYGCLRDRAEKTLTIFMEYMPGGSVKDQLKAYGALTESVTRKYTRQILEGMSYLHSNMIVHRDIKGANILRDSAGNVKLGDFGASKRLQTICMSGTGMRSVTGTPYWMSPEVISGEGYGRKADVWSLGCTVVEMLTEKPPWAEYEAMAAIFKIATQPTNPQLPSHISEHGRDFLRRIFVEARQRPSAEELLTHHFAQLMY
# SUMO HTRF inh: SUMOylation inhibition; P63279; HTRF SUMOylation assay, SAE1/SAE2 + UBC9, in vitro; inhibition, % at 35 µM; actives 0.36% (n = 290,000); AID 2006; in the data active = inhibition above about 50%, passing the limit was not always enough; also: strong numbers were not always called active
# Target sequence (P63279 whole entry, looked up): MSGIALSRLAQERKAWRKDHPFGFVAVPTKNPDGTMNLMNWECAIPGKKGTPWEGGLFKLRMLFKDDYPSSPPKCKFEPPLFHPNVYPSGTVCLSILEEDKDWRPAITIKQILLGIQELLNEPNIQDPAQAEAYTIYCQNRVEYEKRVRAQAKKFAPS
# MEKK2mut PB1 HTS: signal of MEK5 binding to mutant human MEKK2 PB1 domain; bead flow cytometry, Alexa488-MEK5 binding to MEKK2 mutant; percent response, % at 10 µM; actives 0.35% (n = 290,000); AID 1530; in the data active = percent response above about 24%, passing the limit was not always enough; also: inactives centre near 1; some results filed as inactive read as strong as hits; reference of the scale not given here
# CRFBP-R2 agonist: CRF-BP/CRF-R2 complex agonism; HEK293 CRF-R2/CRF-BP, calcium dye fluorescence (FLIPR); percent of saturating CRF peptide response; activation, % at 13.2 µM; actives 0.46% (n = 350,000); AID 588473;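 active = activation of at least 50%, plus an integration ratio under a set limit after plate pattern correction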;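 also: plate controls were neutral control wells without compound for no effect and CRF at EC100 for full effect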
# CRFR2-BP antag: antagonists of CRF-binding protein/CRF-R2 receptor complex. HEK293 CRF-R2/CRF-BP, CRF-induced calcium fluorescence. AID 588475. inhibition, % at 11.8 µM. actives 0.59% (n = 350,000);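 active = inhibition of the ligand-induced calcium signal above about 50% at the single tested concentration, limit read from the data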
# NS3 helicase inh: inhibitors of Hepatitis C virus NS3 helicase; NS3 helicase DNA unwinding, Cy5 molecular beacon fluorescence; inhibition, % at 10.9 µM; actives 0.56% (n = 290,000);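 active = inhibition above the mean of all tested compounds plus 3 SD, set per campaign, cut at about 35% in these data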;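 also: 0% = DMSO wells and 100% = thioflavine S control wells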
#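 Assay system: hepatitis C virus NS3 helicase domain fragment enzyme. Also added: annealed dual-labelled DNA beacon duplex, ATP-started. Timing: 1 h reaction at 25 °C, ATP-initiated. Technique: Cy5 fluorescence at 0 and 60 min, beacon hairpin quenching. Evaluation: % inhibition of unwinding. Replication: one well per compound.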
# Active calls of the source: *; · = no result given; [ ] = dose if it differs, or a comment. The list is partial (hit frequency here may not be typical).
SMILES,GalR3 antagonist,MEKK2 WT-MEK5,FID counter,MEKK3 PB1 HTS,SUMO HTRF inh,MEKK2mut PB1 HTS,CRFBP-R2 agonist,CRFR2-BP antag,NS3 helicase inh
CCS(=O)(=O)N1CCCC(C(=O)NCCCN(C)Cc2ccccc2)C1 (stereo not drawn),-6,112,1,109,14,7,-0.8,19,3
COC(=O)c1ccc(COC(=O)c2cccn2C)o1,-8,105,-9,104,5,3,-1.3,2,-5
CS(=O)(=O)N1N=C(c2ccc(Cl)cc2)CC1c1cccs1 (stereo not drawn),-4,100,-10,101,3,1,0.2,0,-1
CC(C)C(C(=O)Nc1ccc(N2CCOCC2)cc1)N1C(=O)c2ccccc2C1=O (stereo not drawn),1,-2.0*[inhibitor],-10,2.0*[inhibitor],-12,-25,-1.3,-13,-3
CCCCCCNC(=O)CCNC(=O)c1cc(OC)c(OC)c(OC)c1,-1,104,-4,102,28,9,1.5,-12,1
O=C(c1cccs1)N1CCn2c1nc1ccccc12,-2,103,3,103,29,2,-0.8,11,9
CC(C(=O)c1ccc(Br)cc1)[n+]1cccc2ccccc21 (stereo not drawn),-2,108,0,103,5,3,4.5,18,-31
CCC(C)n1ncn(-c2ccc(N3CCN(c4ccc(O)cc4)CC3)cc2)c1=O (stereo not drawn),-7,95,-31,92,15,-2,-3.0,0,17
O=C(NNC(=O)c1ccc(Cl)cc1Cl)Nc1ccccc1,-6,98,-5,99,6,1,0.4,4,14
CCOC(=O)c1oc2cccc(O)c2c1C,-6,97,0,96,14,-2,-0.1,9,-1
CCOc1ccc(C(CCc2ccccc2)NC(=O)c2ccccc2)cc1OCC (stereo not drawn),-6,98,-1,93,-19,-1,0.8,47,4
O=C(Nc1ccc(F)cc1)NC1CCCCCCC1,2,103,-12,101,-18,0,3.0,11,0
CC1(C)c2ccccc2-c2nc3ccccc3cc2C1O (stereo not drawn),-8,91,-15,111,-2,10,-0.3,-20,-1
O=C(N/N=C/c1[nH]c2ccccc2c1Cl)c1cccc(Br)c1,-4,99,0,103,22,-2,-2.8,12,14
COc1ccc(C2C(C(=O)/C=C/c3ccco3)=C(O)C(=O)N2CCN2CCOCC2)cc1 (stereo not drawn),-1,95,-18,89,13,-3,-0.1,-24,14
CS(=O)(=O)C1=C(O)C(=O)N(CCCC(=O)O)C1c1ccccc1F (stereo not drawn),-5,105,4,100,21,-1,0.1,10,1
C/C(=N/NC(=O)c1ccncc1)C1=C(O)CC(C)(C)CC1=O,-8,102,-9,93,6,0,0.9,10,7
O=C(COc1ccc(Cl)cc1)NC1=NN(c2ccccc2)C(=O)C1,-10,99,-24,105,7,4,-0.2,6,32
CSc1cccc(NC(=O)NNC(=O)C2CCN(S(=O)(=O)N(C)C)CC2)c1,-1,104,-5,103,9,-1,0.4,-3,4
CC(=O)c1ccc(N2CCN(S(=O)(=O)c3cccc(S(=O)(=O)N4CCOCC4)c3)CC2)cc1,-2,113,-3,107,18,5,-0.7,11,-1
CCOc1cc(/C=N/NC(=O)C2CCCC2)ccc1OC(C)C,-1,110,-43,104,12,6,-0.3,11,-6
COc1ccc(OC)c(NC(=O)Cc2ccc(NC3=NC4CS(=O)(=O)CC4S3)cc2)c1 (stereo not drawn),·,98,-10,96,6,-1,-3.8,16,0
CC1CN(C(=O)Cc2ccc(-c3ccccc3)cc2)CC(C)O1 (stereo not drawn),0,101,-27,101,21,-2,0.6,8,-8
CCOc1ccc(Oc2ccccc2NC(=O)CCNC(C)=O)cc1,-1,105,-11,102,21,7,1.8,-1,-3
CCOC(=O)c1c(C)[nH]c(C)c1S(=O)(=O)NCC1CCN(Cc2cccc(Cl)c2)CC1,-12,117,10,101,15,8,1.4,-5,-12

# Among those listed so far, these contain a thiophene ring, fused or not.
SMILES,GalR3 antagonist,MEKK2 WT-MEK5,FID counter,MEKK3 PB1 HTS,SUMO HTRF inh,MEKK2mut PB1 HTS,CRFBP-R2 agonist,CRFR2-BP antag,NS3 helicase inh
CS(=O)(=O)N1N=C(c2ccc(Cl)cc2)CC1c1cccs1 (stereo not drawn),-4,100,-10,101,3,1,0.2,0,-1
O=C(c1cccs1)N1CCn2c1nc1ccccc12,-2,103,3,103,29,2,-0.8,11,9

# Back to the main list, repeating the two entries before the break.
SMILES,GalR3 antagonist,MEKK2 WT-MEK5,FID counter,MEKK3 PB1 HTS,SUMO HTRF inh,MEKK2mut PB1 HTS,CRFBP-R2 agonist,CRFR2-BP antag,NS3 helicase inh
CCOc1ccc(Oc2ccccc2NC(=O)CCNC(C)=O)cc1,-1,105,-11,102,21,7,1.8,-1,-3
CCOC(=O)c1c(C)[nH]c(C)c1S(=O)(=O)NCC1CCN(Cc2cccc(Cl)c2)CC1,-12,117,10,101,15,8,1.4,-5,-12
O=C(Nc1ccccc1N1CCOCC1)c1cnccn1,-3,·,-8,·,-3,·,-0.8,1,-1
Cc1cc(NS(=O)(=O)c2ccc(NC(=O)c3cccc(OC(F)F)c3)cc2)nc(C)n1,-6,96,-7,102,5,-6,73*,-161,-1
COc1ccc(NC(=O)NC2CCCCCCC2)c(OC)c1,·,102,-41,101,-9,2,-1.9,11,25
N=c1c2c3c(sc2nc2n1CCC2)CCCC3,-4,100,16,101,17,0,-1.3,-25,-4
CC(C)NC(=O)CC(=O)N/N=C/c1ccc(Br)cc1,-4,112,-2,116,13,5,0.2,6,2
CCCN1CCC(NC(=O)C2CCCCC2C(=O)O)CC1 (stereo not drawn),0,99,0,102,11,-3,-2.5,-2,1
Cc1nn(C)cc1/C=C1\SC(=S)NC1=O,-1,102,-1,102,3,1,3.0,-5,-7
COC(=O)CCCC(=O)N1CCCC(N(C)CCc2ccccc2)C1 (stereo not drawn),-2,108,-1,106,9,8,-0.3,-6,2
Cc1ccc(OCC(=O)NNC(=O)C2CCN(c3ncccn3)CC2)cc1,-6,·,-8,·,7,·,-0.3,4,5
Cn1c(=O)oc2cc(S(=O)(=O)NC3CCN(Cc4ccccc4)CC3)ccc21,·,112,4,110,9,12,2.6,-11,0
CC(=O)c1cccc(NC(=O)/C=C/c2ccc([N+](=O)[O-])s2)c1,-12,107,-7,112,4,-1,-0.7,1,1
O=c1c(-c2cccc([N+](=O)[O-])c2)[n+]([O-])c2ccccc2n1O,-3,102,1,99,12,-4,-1.6,17,2
Cc1ccccc1-c1nc(P(=O)(c2ccccc2)c2ccccc2)c(N2CCOCC2)o1,-6,98,-27,98,-2,-6,-0.3,-16,-11
c1ccc(C(c2nnnn2C2CCCC2)N2CCN(c3nc4ccccc4s3)CC2)cc1 (stereo not drawn),3,102,-4,98,10,3,-0.6,21,-4
O=C(O)c1cccn2c(=O)c3ccccc3nc12,-1,104,2,101,10,-1,1.1,-1,4
N=C1CCCN1CC(=O)c1ccc(Br)cc1,1,108,-2,143*,2,0,3.1,-24,4
COCCN1C(=O)c2ccccc2C(C(=O)NCCCN2CCCC2=O)C1c1c[nH]c2ccccc12 (stereo not drawn),-4,105,-10,99,-10,3,-0.6,0,-8
CC1CN(C(=O)C2CCCC2)C(C)CN1C(=O)C1CCCC1 (stereo not drawn),-5,112,-12,105,-3,2,0.6,-3,-2
COC(=O)[C@H](CCSC)NC(=O)N1CCC(C)CC1,-5,109,-6,103,1,5,0.1,-5,-8
CN(CC1COc2ccccc2O1)C(=O)c1cc(COc2c(F)cccc2F)on1 (stereo not drawn),-4,103,-26,103,-2,3,1.7,7,-16
Cc1cccc(OC(=O)c2cccnc2)c1,·,100,-2,105,15,1,-2.8,-2,0
Cc1ccc(CNC(=O)CSc2nnc3c(n2)[nH]c2ccccc23)cc1,-8,99,-3,100,4,-1,1.4,0,-8
O=S(=O)(c1ccccc1)N1CCC(n2nnc3cc(F)ccc32)CC1,-1,101,-5,100,4,-2,-3.5,-17,6
O=C(CSC(=S)N1CCOCC1)c1ccccc1,10,101,-7,102,-12,-2,-1.7,4,-1
O=C(O)CN1CCN(Cc2cccc(Cl)c2)C1=O,-12,97,1,95,10,-2,-0.4,7,1

# MEKK2 WT-MEK5, what is marked active above.
Structure	GalR3 antagonist	MEKK2 WT-MEK5	MEKK3 PB1 HTS	SUMO HTRF inh	MEKK2mut PB1 HTS	CRFBP-R2 agonist	CRFR2-BP antag	NS3 helicase inh
CC(C)C(C(=O)Nc1ccc(N2CCOCC2)cc1)N1C(=O)c2ccccc2C1=O (stereo not drawn)	1	-2.0*[inhibitor]	2.0*[inhibitor]	-12	-25	-1.3	-13	-3

# (cont.)
SMILES,GalR3 antagonist,MEKK2 WT-MEK5,FID counter,MEKK3 PB1 HTS,SUMO HTRF inh,MEKK2mut PB1 HTS,CRFBP-R2 agonist,CRFR2-BP antag,NS3 helicase inh
Cc1ccc(NC(=O)c2c([N+](=O)[O-])c(C(C)(C)C)nn2C)cc1,-6,99,-4,97,-6,0,2.2,3,12
COc1ccc(C(C(=O)NC2CCCC2)N(C(=O)c2csnn2)C2CC2)cc1 (stereo not drawn),-7,101,-22,102,10,0,1.3,3,2
COc1ccc(-n2c(C)cc(=O)c3c2CC(C)(C)CC3=O)cc1,0,100,-1,99,10,2,1.1,-3,0
COc1ccccc1/C=C/C=N/n1c(-c2ccncc2)n[nH]c1=S,-10,104,1,109,7,2,-0.5,-21,0
CC(C)(C)c1ccc(NC(=O)CSc2n[nH]c(=O)n2-c2cccnc2)cc1,-4,100,-25,104,-5,-4,-0.5,0,3
COc1ccc(-c2nnc(SCC(=O)c3cccs3)o2)cc1,-1,96,-4,99,9,-2,0.4,-1,11
COc1cc(Br)cc(/C=N/N(CCO)C2=NS(=O)(=O)c3ccccc32)c1OC,-10,108,-32,115,0,9,-2.2,-7,-25
COc1ccc(CN2C(=O)c3oc4ccccc4c(=O)c3C2c2ccc(O)c(OC)c2)cc1 (stereo not drawn),-7,103,2,102,41,1,0.3,29,13
NC(=O)c1ccsc1NC(=O)COc1ccccc1,·,92,-9,92,22,0,1.9,-9,-2
CCc1ccc(C2=NN(CCC(=O)NCc3cccs3)C(=O)CC2)cc1,3,100,-27,103,20,-2,-1.3,-2,-5
CCC(CC)C(=O)NCCc1cc2c(C)ccc(C)c2[nH]c1=O,10,100,-5,105,9,0,-2.5,4,-11
Cc1ccc(NC(=O)COc2ccc(/C=C3/SC(=Nc4ccccc4)N(Cc4cccnc4)C3=O)cc2)cc1,0,94,-1,95,6,1,5.5,-3,1
CCCCCCCC1(C)NC(=O)N(CC(=O)Nc2cc(C)on2)C1=O (stereo not drawn),-3,96,-26,98,60,-3,-0.1,-9,-3
CCN(CC)S(=O)(=O)c1ccc(Cl)c(NC(=O)COC(=O)/C=C/c2cc(OC)c(OC)c(OC)c2)c1,-7,99,-39,101,8,2,6.2,3,-8
CCn1c(CCNC(=O)c2ccc(Cl)c(Cl)c2)nnc1SCCOc1ccc(OC)cc1,-8,114,-13,108,0,10,-1.3,-12,-3
CC(=O)Nc1ccc(CN2CCN(C3CCCC3)C(CCO)C2)cc1 (stereo not drawn),-5,99,-1,99,4,-3,1.3,-2,-4
CN=C(Nc1cccc(OC)c1)SC1CC(=O)N(c2ccc(C(=O)O)cc2)C1=O (stereo not drawn),-11,95,-18,99,13,-3,4.8,-22,7
Cc1ccc(-n2nc3c(=O)n(CCCC(=O)N4CCC(C(N)=O)CC4)nc(C)c3c2C)cc1,0,99,-33,100,·,4,-1.0,6,-2
CCOc1ccc(C(=O)CCC(=O)Nc2ccccc2C)cc1,-8,105,-16,100,-5,4,-3.7,9,12
COC(=O)c1nn(C23CC4CC(CC(C4)C2)C3)c2c1C(=O)N(c1ccc(F)cc1)C2=O,-3,·,-4,·,-9,·,1.8,-5,0
O=C(O)c1cccc(NC(=O)c2cccc(S(=O)(=O)N3CCc4ccccc43)c2)c1,-8,105,-18,104,13,2,0.4,2,20
